Bioassay records: PubChem BioAssay, National Center for Advancing Translational Sciences (NCATS)
BAZ2B block: blocks human BAZ2B; Q9UIF8; AlphaScreen BAZ2B-H3K14Ac peptide displacement; 360,000 compounds, 4.4% hits; AID 504333; Potency, µM (top dose mostly 114 µM), for the others: at the highest dose activity change, negative = inhibition, actives largely listed as inhibitors; also: nearly all actives have a fitted effect of over 60% in size
Target sequence (Q9UIF8 whole entry, looked up): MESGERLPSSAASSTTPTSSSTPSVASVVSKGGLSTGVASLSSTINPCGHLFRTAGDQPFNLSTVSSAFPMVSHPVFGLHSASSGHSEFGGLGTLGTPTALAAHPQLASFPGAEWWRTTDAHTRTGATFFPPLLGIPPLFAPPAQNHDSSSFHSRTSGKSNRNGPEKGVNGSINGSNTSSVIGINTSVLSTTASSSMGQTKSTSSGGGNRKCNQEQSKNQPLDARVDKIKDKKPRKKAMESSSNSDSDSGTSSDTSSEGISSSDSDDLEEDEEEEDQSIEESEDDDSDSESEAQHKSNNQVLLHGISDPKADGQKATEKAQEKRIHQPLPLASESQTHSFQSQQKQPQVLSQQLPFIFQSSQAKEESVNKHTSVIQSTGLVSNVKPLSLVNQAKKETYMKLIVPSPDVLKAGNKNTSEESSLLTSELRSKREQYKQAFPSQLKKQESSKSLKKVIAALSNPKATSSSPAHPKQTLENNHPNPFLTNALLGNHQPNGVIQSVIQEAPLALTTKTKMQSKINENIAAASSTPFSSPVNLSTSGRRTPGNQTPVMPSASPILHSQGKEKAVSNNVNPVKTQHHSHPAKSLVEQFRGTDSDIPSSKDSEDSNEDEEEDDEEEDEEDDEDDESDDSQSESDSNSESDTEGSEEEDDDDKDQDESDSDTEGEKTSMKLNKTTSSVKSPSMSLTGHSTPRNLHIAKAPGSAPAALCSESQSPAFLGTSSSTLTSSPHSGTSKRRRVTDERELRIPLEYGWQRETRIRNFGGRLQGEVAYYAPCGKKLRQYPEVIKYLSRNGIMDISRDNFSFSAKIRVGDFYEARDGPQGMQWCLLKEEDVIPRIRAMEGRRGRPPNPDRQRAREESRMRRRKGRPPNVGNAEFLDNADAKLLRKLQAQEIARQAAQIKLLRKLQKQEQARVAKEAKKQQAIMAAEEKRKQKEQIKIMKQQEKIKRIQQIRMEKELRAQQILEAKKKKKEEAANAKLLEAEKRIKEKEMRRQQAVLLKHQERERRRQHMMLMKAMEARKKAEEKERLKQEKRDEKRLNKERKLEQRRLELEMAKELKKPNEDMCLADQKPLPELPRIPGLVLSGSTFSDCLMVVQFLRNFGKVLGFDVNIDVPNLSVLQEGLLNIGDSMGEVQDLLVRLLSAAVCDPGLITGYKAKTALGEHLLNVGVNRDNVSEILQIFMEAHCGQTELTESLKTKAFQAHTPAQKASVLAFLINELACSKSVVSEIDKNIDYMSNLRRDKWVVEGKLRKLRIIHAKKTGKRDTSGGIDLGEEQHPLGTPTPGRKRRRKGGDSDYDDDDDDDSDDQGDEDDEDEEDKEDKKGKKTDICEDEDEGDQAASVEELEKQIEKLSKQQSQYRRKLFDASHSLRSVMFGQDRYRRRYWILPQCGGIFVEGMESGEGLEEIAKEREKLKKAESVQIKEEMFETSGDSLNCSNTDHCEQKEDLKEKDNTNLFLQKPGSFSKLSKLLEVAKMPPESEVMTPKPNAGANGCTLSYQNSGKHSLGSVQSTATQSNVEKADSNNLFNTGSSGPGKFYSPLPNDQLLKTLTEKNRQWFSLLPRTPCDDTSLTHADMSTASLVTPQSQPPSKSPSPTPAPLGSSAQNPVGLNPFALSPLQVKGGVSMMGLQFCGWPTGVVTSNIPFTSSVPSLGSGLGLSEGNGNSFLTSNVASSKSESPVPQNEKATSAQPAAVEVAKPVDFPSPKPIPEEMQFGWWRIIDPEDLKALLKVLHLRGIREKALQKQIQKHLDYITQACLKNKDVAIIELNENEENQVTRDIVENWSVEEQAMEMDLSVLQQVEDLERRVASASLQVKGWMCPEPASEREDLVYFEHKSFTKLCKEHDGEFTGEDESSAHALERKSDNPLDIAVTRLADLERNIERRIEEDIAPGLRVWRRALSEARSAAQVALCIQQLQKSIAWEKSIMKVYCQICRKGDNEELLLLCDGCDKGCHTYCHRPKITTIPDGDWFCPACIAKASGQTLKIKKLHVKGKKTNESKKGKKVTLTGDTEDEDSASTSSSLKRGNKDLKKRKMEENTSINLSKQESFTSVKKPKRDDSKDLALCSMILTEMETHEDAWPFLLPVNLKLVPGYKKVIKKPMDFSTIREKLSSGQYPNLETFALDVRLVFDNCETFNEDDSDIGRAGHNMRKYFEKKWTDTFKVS
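Inhibition is scored as reduced AlphaScreen emission. The BAZ2B/b-H3(5-23)K14Ac complex (50 nM each) in PBS pH 7.4, 0.01% Tween-20 meets compound (up to 110 uM) for 30 min at RT before bead addition.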
G9a block: G9a (human) methyltransferase inhibition. Q96KQ7. G9a H3K9 monomethylation, AlphaScreen, 2 h. Potency, µM (highest dose often 102 µM), without a hit: at the highest dose activity, negative = inhibition, usual class: inhibitors. 350,000 compounds, 8.8% hits. AID 504332; also: nearly all actives have a fitted effect of over 75% in size
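G9a (20 nM) was preincubated 15 min with compound, then reacted 2 h at room temperature with 500 nM biotin-H3K9 peptide and 20 µM SAM. Monomethyl-H3K9 detected by AlphaScreen using anti-H3K9me1 antibody.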
An asterisk follows results filed as active; [ ] = remark or other dose. Calls follow the shape of the dose curve; as a rule, active = well fitted inhibition curve with a large enough effect; inconclusive = small, poorly fitted or top-dose-only effect; inactive = no such curve, though single readings can be large or run the other way. % is scaled to controls: 0 for no effect and ±100 for the full control effect; potency is read from the fitted curve at half-maximal effect. The list is partial, so the mix of outcomes need not match the whole.

Cc1cc(C(=O)COC(=O)c2ccc(Br)o2)c(C)n1Cc1ccco1 was read as BAZ2B block inconclusive and G9a block inconclusive.
Cn1c(=O)c2c3c(sc2n2c(SCc4ccccc4)nnc12)CCCC3 was read as BAZ2B block 6% and G9a block 7%[59 µM].
COC(=O)C/C=C/[C@@H](C)[C@@H](/C=N/O[C@H](C)c1cn([C@@H]2COC[C@H]2O)nn1)NS(=O)(=O)c1ccc(C)cc1 was read as BAZ2B block 1% and G9a block -13%.
`CC(C)(C)C1=CC=C(C(C)(C)C)C(=O)C1=O` gave BAZ2B block -16% and G9a block 2.2µM*.
For NC(Cc1ccc(Oc2ccc(O)cc2)cc1)C(=O)O (stereo not drawn) the results were BAZ2B block 6% and G9a block 6%.
O=C1CSC(=S)N1c1ccc(F)cc1 was read as BAZ2B block -29% and G9a block inconclusive.
Screening Cc1cc(C)cc(N(C(=O)CCC(=O)Nc2ccccn2)C(C(=O)NC(C)C)c2ccc(O)cc2)c1 (stereo not drawn) returned BAZ2B block -3% and G9a block -3%.
For O=C(Nc1nc2c(ccc3ccccc32)s1)c1cc([N+](=O)[O-])ccc1N1CCOCC1 the results were BAZ2B block -14% and G9a block 4%[59 µM].
`CC(C)CN1C(=O)/C(=C/c2c(N3CCc4ccccc4C3)nc3ccccn3c2=O)SC1=S` gave BAZ2B block -38% and G9a block 35µM*.
`CC(C)OC(=O)c1c(NC(=O)c2cnn3c2NC(c2ccccc2)CC3C(F)F)sc2c1CCCC2` (stereo not drawn) gave BAZ2B block -6% and G9a block 30%[59 µM].
`N=c1c(S(=O)(=O)c2ccc(Cl)cc2)cc2c(=O)n3ccccc3nc2n1CCc1ccccc1` gave BAZ2B block -1% and G9a block 41%.
Screening CC1(C(=O)CSc2ncn[nH]2)CCC(=O)O1 (stereo not drawn) returned BAZ2B block 89µM* and G9a block 11µM*.
Cc1cc(N2CCN(C3CCCC3)CC2)n2ncc(-c3ccccc3)c2n1 was read as BAZ2B block 11% and G9a block 23%.
COc1ccc(C2C3=C(Nc4ncnn42)c2ccccc2CC3)cc1OC (stereo not drawn) was read as BAZ2B block -8% and G9a block inconclusive.
`Cc1cc(/C=C(\C#N)c2nnc(N3CCOCC3)n2-c2ccccc2)c(C)n1-c1ccccc1` gave BAZ2B block 50µM* and G9a block inconclusive.
Screening Cc1nn(C)cc1CNC(=O)C1C2CCC(O2)C1C(=O)O (stereo not drawn) returned BAZ2B block -5% and G9a block inconclusive.
For O=C1OC2(CCCCC2)CC2=C1C1O[C@](CCCCN3C(=O)c4ccccc4C3=O)(Cc3ccccc31)O2 the results were BAZ2B block -28%[22.9 µM] and G9a block 0%[2.33 µM].
For CN1C(=O)/C(=C\c2ccccc2)Sc2ccc(C(=O)N3CCN(c4ccccn4)CC3)cc21 the results were BAZ2B block inconclusive and G9a block -20%.
`CCOc1ccccc1NC(=O)c1c(NC(=O)CNCc2ccco2)sc2c1CCC2` gave BAZ2B block 20% and G9a block 14%[59 µM].
For c1cnc(N2CCN(c3ncnc4c3oc3ccccc34)CC2)nc1 the results were BAZ2B block 9% and G9a block 17%.
Screening Cc1ccc2[nH]c3c(c2c1)CN(C(=O)CN1CCN(c2ccccc2)CC1)CC3 returned BAZ2B block inconclusive and G9a block inconclusive.
`COc1ccc(OC)c(NC(=O)CC(NCCC2=CCCCC2)C(=O)O)c1` (stereo not drawn) gave BAZ2B block -7% and G9a block -30%[12.7 µM].
For COC(=O)c1ccc(CSc2ccc3nnc(-c4cccnc4)n3n2)o1 the results were BAZ2B block -15% and G9a block 25µM*.
CC(C)c1ccc(N2CCN(C(=O)c3ccccc3NC(=O)/C=C(\C(=O)O)c3ccccc3)CC2)cc1 was read as BAZ2B block inconclusive and G9a block inconclusive.
`COc1cccc(OCCOCCNCCO)c1` gave BAZ2B block 1% and G9a block 3%.
Screening CCn1c2ccccc2c2cc(C3C(C#N)=C(N)OC4=C3C(=O)CC(C)(C)C4)ccc21 (stereo not drawn) returned BAZ2B block -5% and G9a block -27%[59 µM].
Cc1cccc(CNc2ncnc3ccc(-c4cccc(Cl)c4)cc23)c1 was read as BAZ2B block 0% and G9a block -21%[12.7 µM].
COc1cc(NC(=O)c2ccc(C)c([N+](=O)[O-])c2)ccc1NC(=O)c1ccco1 was read as BAZ2B block -6% and G9a block 12%.
`N#CC(C(=O)NC1CCCCC1)c1nc2ccccc2nc1N1CCN(c2ccc(F)cc2)CC1` (stereo not drawn) gave BAZ2B block -9% and G9a block -45%[12.7 µM].
`O=C1c2ccccc2C(=O)N1OS(=O)(=O)c1ccccc1` gave BAZ2B block -11% and G9a block 4µM*.
CC(=O)[C@@H]1[C@@H]2C(=O)N(c3ccc(F)c(Cl)c3)C(=O)[C@@H]2C2c3ccccc3C=CN21 (stereo partly drawn) was read as BAZ2B block -6% and G9a block 6.3µM*.
Screening CC(=O)c1ccc(N2CCN(CC(=O)Nc3ccc(N4CCOCC4)cc3)CC2)cc1 returned BAZ2B block -14% and G9a block -6%.
Cc1ccc2c(COn3nnc4ccc(S(=O)(=O)N(C)C)cc43)cc(=O)oc2c1C was read as BAZ2B block -6% and G9a block 8%[12.7 µM].
Screening CCc1nnc(NC(=O)CN2C(=O)/C(=C/c3ccc(OC)c(OC)c3)SC2=S)s1 returned BAZ2B block -21% and G9a block inconclusive.
Screening NC(=O)N=Nc1c(O)[nH]c2c(Br)cc(Br)cc12 returned BAZ2B block -20% and G9a block inconclusive.
For Cc1cc(C(=O)OCC(=O)Nc2cc(S(=O)(=O)N(C)C)ccc2C)c(C)o1 the results were BAZ2B block 1% and G9a block -2%.
CCOC(=O)c1c(C)[nH]c(C(=O)COC(=O)c2cn(CC)c3nc(C)ccc3c2=O)c1C was read as BAZ2B block -4% and G9a block -31%.
Screening CC1(C(=O)NC(=S)N(CCC#N)Cc2cccnc2)CC1(Cl)Cl (stereo not drawn) returned BAZ2B block -26% and G9a block inconclusive.
`CC(C)N(Cc1nnc(-c2ccccc2Cl)o1)C(=O)c1cccc(C#N)c1` gave BAZ2B block -3% and G9a block -41%[59 µM].
`CCCCNc1c(N)n(CCCC)c(=O)[nH]c1=O` gave BAZ2B block 2% and G9a block 1%[59 µM].

Compounds above containing a furan ring, fused or not, in the order listed:
Cc1cc(C(=O)COC(=O)c2ccc(Br)o2)c(C)n1Cc1ccco1 was read as BAZ2B block inconclusive and G9a block inconclusive.
`CCOc1ccccc1NC(=O)c1c(NC(=O)CNCc2ccco2)sc2c1CCC2` gave BAZ2B block 20% and G9a block 14%[59 µM].
For c1cnc(N2CCN(c3ncnc4c3oc3ccccc34)CC2)nc1 the results were BAZ2B block 9% and G9a block 17%.
For COC(=O)c1ccc(CSc2ccc3nnc(-c4cccnc4)n3n2)o1 the results were BAZ2B block -15% and G9a block 25µM*.
COc1cc(NC(=O)c2ccc(C)c([N+](=O)[O-])c2)ccc1NC(=O)c1ccco1 was read as BAZ2B block -6% and G9a block 12%.
For Cc1cc(C(=O)OCC(=O)Nc2cc(S(=O)(=O)N(C)C)ccc2C)c(C)o1 the results were BAZ2B block 1% and G9a block -2%.

Other results:
For O=C(COc1ccc(F)cc1Cl)Nc1nc(-c2ccccn2)cs1 the results were BAZ2B block 10% and G9a block inconclusive.
For Cc1ccccc1C(=O)NNC(=O)Nc1ccccc1 the results were BAZ2B block -3% and G9a block 6%.
COC(=O)[C@@]1(Cc2ccc(OC)cc2)[C@H]2c3cc(C(=O)N4CCCC4)n(CCN4CCNC4=O)c3C[C@H]2CN1C(=O)c1ccccc1 was read as BAZ2B block -11% and G9a block 79µM*.
For Cc1nc(NC2=NCN(Cc3ccccc3)CN2)nc2ccccc12 the results were BAZ2B block 9% and G9a block 9%.
CC1=CC2=NC(=O)/C(=C\c3ccc(-c4ccc(Cl)cc4)o3)C(=N)N2O1 was read as BAZ2B block 5% and G9a block -11%.
Screening O=C1COc2ccc(N3C(=O)C=CC3=O)cc2N1 returned BAZ2B block 100µM* and G9a block 1.4µM*.
CCCn1c2c(c(O)c(C(=O)Nc3ccccn3)c1=O)CCCC2 was read as BAZ2B block -2% and G9a block -3%.
`CCc1ccc(OCC(=O)N/N=C2\CC(=O)c3ccccc32)cc1` gave BAZ2B block -29% and G9a block 13µM*.
For Cc1ccc(S(=O)(=O)N(C)S(=O)(=O)c2ccc(C#N)cc2)cc1 the results were BAZ2B block -2% and G9a block 45µM*.
`c1ccc(CSc2nnc3c4ccccc4c4ccccc4c3n2)cc1` gave BAZ2B block inconclusive and G9a block inconclusive.
Screening Cc1ccc(OCCN2CCN(CC(O)Cn3c4ccccc4c4ccccc43)CC2)cc1 (stereo not drawn) returned BAZ2B block 20µM* and G9a block 8.9µM*.
`COc1ccc(Nc2cc(O)c3ncccc3c2)cc1` gave BAZ2B block 28µM* and G9a block 17%[12.7 µM].
`O=C(Nc1ccc(N2CCN(C(=O)c3cccs3)CC2)cc1)c1ccc([N+](=O)[O-])o1` gave BAZ2B block inconclusive and G9a block inconclusive.
O=C(NC1CCCCC1)c1ccc(S(=O)(=O)c2ccccc2Cl)c([N+](=O)[O-])c1 was read as BAZ2B block -32% and G9a block inconclusive.
Screening CCN(CC)c1ccc(/C=C(\C#N)C(=O)NCc2ccco2)cc1 returned BAZ2B block -26% and G9a block 1%[59 µM].
Screening Clc1ccc(-c2c[n+](Cc3ccc(Cl)c(Cl)c3)c3n2CCC3)cc1 returned BAZ2B block -4% and G9a block -12%[59 µM].
Screening COc1nc2ccccc2cc1-c1noc(-c2cccnc2)n1 returned BAZ2B block 17% and G9a block 14%[59 µM].
COc1ccc(-c2nnc3n2C(C)(C)Cc2cc(OC)c(OC)cc2-3)cc1 was read as BAZ2B block -3% and G9a block -9%[59 µM].
For CN1CCN(CC(=O)Nc2sc3c(c2C#N)CCC(C(C)(C)C)C3)CC1 (stereo not drawn) the results were BAZ2B block -1% and G9a block 3%[12.7 µM].
For CO[C@H]1C=CO[C@@]2(C)Oc3c(C)c(O)c4c(O)c(c5c(c4c3C2=O)NC2(CCN(CC(C)C)CC2)N=5)=NC(=O)C(C)=CC=C[C@H](C)[C@H](O)[C@@H](C)[C@@H](O)[C@@H](C)[C@H](OC(C)=O)[C@@H]1C the results were BAZ2B block 40µM* and G9a block inconclusive.

2 consecutive compounds from above, for reference:
`CCc1ccc(OCC(=O)N/N=C2\CC(=O)c3ccccc32)cc1` gave BAZ2B block -29% and G9a block 13µM*.
For Cc1ccc(S(=O)(=O)N(C)S(=O)(=O)c2ccc(C#N)cc2)cc1 the results were BAZ2B block -2% and G9a block 45µM*.

(next part)
Screening CCc1cccc(NC(=O)CSc2nc3c(c(=O)[nH]2)CCCC3)c1 returned BAZ2B block -35% and G9a block -12%.
Cc1ccc(S(=O)(=O)c2c[nH]c3cc4c(cc3c2=O)OCO4)cc1 was read as BAZ2B block 4% and G9a block -6%.
For O=C(NC(=S)Nc1ccc2c(c1)C(=O)c1ccccc1C2=O)c1ccc(F)cc1 the results were BAZ2B block 0% and G9a block inconclusive.
CCCCCCn1c(=O)c(-c2nc3ccccc3c(=O)[nH]2)c(O)c2ccccc21 was read as BAZ2B block 16% and G9a block 13%[12.7 µM].
N#CC1=C(N)SC(N)=C(C#N)C1c1ccc(C(F)(F)F)cc1 was read as BAZ2B block -31% and G9a block 2.5µM*.
COC(=O)c1ccc(-c2ccc(C(=O)N3CCCN(C)CC3)cc2)cc1 was read as BAZ2B block 0% and G9a block -18%[59 µM].
O=[N+]([O-])/C(=C\Nc1ccccc1Cl)S(=O)(=O)c1ccccc1 was read as BAZ2B block -8% and G9a block -46%[59 µM].
Screening Cc1cc(C)c(C)c(S(=O)(=O)NCc2ccco2)c1C returned BAZ2B block inconclusive and G9a block -40%[59 µM].
`CCS(=O)(=O)C1=NN2C(=N)/C(=C\c3ccc(OC(=O)c4ccco4)c(Br)c3)C(=O)N=C2S1` gave BAZ2B block 50µM* and G9a block -17%[59 µM].
CCOC(=O)CSc1nc2ccc(N3CCOCC3)cc2c(=O)n1Cc1ccc2c(c1)OCO2 was read as BAZ2B block 5% and G9a block 1%[12.7 µM].
For CC(C)(C)c1ccc(/C=N/NC(=S)Nc2cccnc2)cc1 the results were BAZ2B block -36% and G9a block inconclusive.
`CCN1CCN(Cc2nc3c(c(=O)n(C)c(=O)n3C)n2Cc2ccccc2Cl)CC1` gave BAZ2B block -3% and G9a block 18%.
For CCCCCCNC(=O)N[C@H](C(=O)NCCC[C@H]1CN2C(=NC[C@H]2C)N1CCC(c1ccccc1)c1ccccc1)C(C)O (stereo partly drawn) the results were BAZ2B block 20µM* and G9a block inconclusive.
Screening O=C(CC(=O)NC1CCCCC1)N/N=C/c1ccccc1F returned BAZ2B block -4% and G9a block -2%.
Screening O=C(NCCc1ccccc1)c1ccncc1 returned BAZ2B block -18% and G9a block inconclusive.
`COc1cccc(Cn2c(C3CC3)nc3ccc(NC(=O)c4ccco4)cc3c2=O)c1` gave BAZ2B block -34% and G9a block -5%[12.7 µM].
Cc1ccc(S(=O)(=O)c2cc3c(=O)n4cc(C)ccc4nc3n(CC3CCCO3)c2=N)cc1 (stereo not drawn) was read as BAZ2B block 15% and G9a block -6%.
Screening Nc1nnc(-c2cc3c(ccc4ccccc43)oc2=O)s1 returned BAZ2B block inconclusive and G9a block 18%.
